High-throughput results deposited in PubChem BioAssay by National Center for Advancing Translational Sciences (NCATS).
TDP1 cell noCPT: qHTS for Inhibitors of human tyrosyl-DNA phosphodiesterase 1 (TDP1): qHTS in cells in absence of CPT | 420,000 compounds, 15% hits | Potency, µM (top dose mostly 46.2 µM), without a hit: top-dose activity change, negative = growth inhibition, actives largely listed as inhibitors | DT40 Tdp1-/- hTDP1 cells, no CPT, ATP luminescence, 48 h; active means well fitted inhibition curve with a large enough effect; inconclusive means small, poorly fitted or top-dose-only effect; further: nearly all actives have a fitted effect of over 55% in size
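No-CPT arm: Tdp1-/-;hTDP1 DT40 cells (400/well) plus compounds, incubated ≥48 hr at 37 °C. Readout CellTiter-Glo luminescence.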
* = called active by the depositor; ? = inconclusive. On the % scale 0 is the no-effect control and ±100 the full control effect; potency means the concentration at half of the fitted maximal effect. These rows are one share of the data; count on the stated rates, not on these rows.

SMILES | TDP1 cell noCPT
CC(=O)Nc1ccc(S(=O)(=O)NCCc2ccc3c(c2)OCCO3)cc1 | 1.3%
O=C(CS(=O)(=O)c1ccc(Cl)cc1)N1CCN(c2ccccc2)CC1 | -25.6%
CC(=O)NCCc1ccc(S(=O)(=O)Nc2ccc3c(c2)OCCO3)cc1 | -27.6%
COc1ccc(/C=c2\[nH]c(=O)/c(=C/c3ccc(OC)cc3)[nH]c2=O)cc1 | -0.8%
Cc1ccc([C@H]2C[C@H](O)[C@@H](n3cc(C4CC4)nn3)CN2C(=O)C2CCCCC2)cc1 | 5.6%
Cc1ccc(CN2CCOCCS2(=O)=O)cc1 | ?
COc1ccccc1Nc1ccc2c(O)cc(S(=O)(=O)O)cc2c1 | 2.9%
CN(c1ccc(OCC(=O)Nc2ccc(S(N)(=O)=O)cc2)cc1)S(=O)(=O)c1ccc(F)cc1 | ?
COc1ccc(-c2cc3c(c4c2ccn4C)C2CCC3C2)cc1OC (configuration not stated) | 25.9µM*
CNC(C)C(=O)NC(C(=O)N1CCCC1C(=O)Nc1ccc2[nH]ccc2c1)C(C)C (configuration not stated) | -12.8%
CCOc1ccc(Cl)cc1-c1cc(C(=O)Nc2ccc(C(C)C)cc2)[nH]n1 | 16.4µM*
CC1(C(=O)Nc2ccc3c(c2)OCCO3)CCN1Cc1ccc2ccccc2c1 (configuration not stated) | -64.0%
O=C(O)c1ccc(COc2ccc([N+](=O)[O-])cc2Cl)cc1 | -3.6%
CN(Cc1ccccc1)C(=O)[C@@H]1CCCN1C(=O)OC(C)(C)C | -12.8%
O=C(O)C1=CC2C=C(Cl)C=CC2OC1=O (configuration not stated) | ?
COc1ccc2[nH]c(C)c(C(=O)CNc3nccs3)c2c1 | 10µM*
COc1ccccc1C1CN(Cc2c(O)cccc2OC)Cc2ccccc2O1 (configuration not stated) | -18.5%
CCOC1CCCc2oc(-c3ccsc3)c(-c3cnc(OC)nc3)c21 (configuration not stated) | 23.1µM*
CCc1nc2ccc(C(=O)NCCOc3ccc(OC)cc3)cn2c1N(C)C(=O)Cc1ccccc1 | ?
CC(C)CCCCCCCCCCCCC(=O)NCC(=O)NC1C(O)C(O)C(Nc2ncnc3nc[nH]c23)OC1C(O)CO (configuration not stated) | 0.184µM*
NC(CCc1ccccc1)c1csc(Nc2ccccn2)n1 (configuration not stated) | ?
O=C(NCc1ccco1)c1cccc2c1C(=O)c1ccc(N3CCC(N4CCCCC4)CC3)cc1S2(=O)=O | -5.7%
CN(C)CCN1CCN(C(c2ccnc3ccccc23)c2nnnn2-c2ccc3c(c2)OCCO3)CC1 (configuration not stated) | 16.4µM*
Cn1cc(-c2coc3c(C(=O)Nc4ccccc4)cccc23)cn1 | ?
CC(C)(C)OC(=O)C1=C(CO)CS[C@@H]2[C@H](NC(=O)Cc3ccccc3)C(=O)N12 | -14.0%
CCOC1CCCc2oc(-c3ccc(N(C)C)cc3)c(C(=O)OC)c21 (configuration not stated) | ?
COc1cc2c3c(c1OC)C(=O)CC3CCCC2 (configuration not stated) | -16.0%
O=S(=O)(NCc1ccc2c(c1)OCO2)c1ccc2oc3ccccc3c2c1 | -28.0%
COc1cc(CN2CCC(C(=O)NC(c3ccc(-c4ccccc4)cc3)c3cnccn3)CC2)cc(OC)c1 (configuration not stated) | 23.1µM*
CCN(C(=O)Nc1cccc2ccccc12)c1ccccc1 | 20.6µM*
COCCCN1C(=O)C(CC(=O)NCCN2CCOCC2)CC(C(=O)N2CCCCCC2)=C1C (configuration not stated) | -11.2%
CC(C)n1c(=N)c(C(=O)NC2CCCCC2)cc2c(=O)n3ccccc3nc21 | -0.3%
Cc1cc(C)cc(NC(=S)N2CCC(C(=O)c3ccc(F)cc3)CC2)c1 | -3.9%
COc1ccc(CN2C(=O)C(CC(=O)NCCCCc3ccccc3)CC(C(=O)N(C)C)=C2C)cc1 (configuration not stated) | 18.4µM*
CC(C)(C)n1nnnc1C(c1ccnc2ccccc12)N1CCN(C/C=C/c2ccccc2)CC1 (configuration not stated) | 16.4µM*
CN(C)c1ccc(/C=C2\c3ccccc3-c3ccc(N(C)C)cc32)cc1 | ?
CCCc1c(-c2ccc(F)cc2)ncn1Cc1ccccc1OC | 2.06µM*
Cn1c(=O)n(CC(=O)OCc2ccccc2)c(=O)c2c1nc1n2CCCN1C1CCCCC1 | 23.1µM*
NC(=O)c1ccc(NCCc2cccs2)cc1 | -6.7%
CC1(C(=O)NCc2ccc(Cl)cc2)CCN1C(=O)Cc1cccs1 (configuration not stated) | ?
COc1ccc(-c2ccc3c(c2)C2CC3CCN2)cc1 (configuration not stated) | -92.3%
CC(C)=CCNc1ncnc2c1c(C#N)cn2C1OC(CO)C(O)C1O (configuration not stated) | 4.11µM*
N#Cc1ccc(OCC(=O)OCC(=O)N2CCc3ccccc32)cc1 | 1.1%
CCCCn1nnnc1C(c1ccccc1)N1CCN(c2c(Cl)cncc2Cl)CC1 (configuration not stated) | 16.4µM*
C=CCn1c(C)cc(-c2csc(NC(=O)C3CCN(c4ncnc5sc(C)c(C)c45)CC3)n2)c1C | 20.6µM*
CCC1NC(=O)c2ccccc2N1c1cccc(Cl)c1 (configuration not stated) | 16.4µM*
Cc1cccc(-c2c3c(=O)n(C)c(=O)n(C)c3cn2-c2ccc(O)cc2)c1 | ?
CCOC(=O)Nc1ccc2c(COC(=O)CN(C)S(=O)(=O)c3ccc(C)cc3)cc(=O)oc2c1 | ?
CCOC(=O)C1(C)CCN1C(=O)c1ccc(Cl)cc1Cl (configuration not stated) | -6.2%
c1cn(CCCNC2CCCCCCC2)cn1 | 2.5%
CN(C)c1ccc(/C=C/c2cc[n+]([O-])c3ccccc23)cc1 | -11.3%
CCOC(=O)C1(C)CCCN1C(=O)c1ccc(F)c(Cl)c1 (configuration not stated) | ?
CCOC(=O)C1=C(COC(=O)Cc2ccccc2[N+](=O)[O-])NC(=O)NC1C (configuration not stated) | -24.1%
Clc1ccc(-c2nnc(-c3cccc4ccccc34)o2)cc1 | -27.2%
COc1ccc(CC(N)c2csc(NC(=O)c3ccc(F)cc3)n2)cc1 (configuration not stated) | 23.1µM*
CC1(C(=O)Nc2cccc(C(F)(F)F)c2)Cc2c(-c3ccccc3)ccnc2O1 (configuration not stated) | ?
C[C@@H]1CN([C@@H](C)CO)C(=O)CCCn2nncc2CO[C@@H]1CN(C)C(=O)c1ccc(N2CCN(C)CC2)cc1 | -8.7%
Cc1cc(Br)cn2c(Cc3ccsc3)c(-c3ccc(F)cc3)nc12 | 14.6µM*
O=C(CCCN1C(=O)c2cccc3cccc(c23)C1=O)OCC(=O)N1CCCCC1 | -18.7%
CCN1CCN(S(=O)(=O)c2ccc(Cl)c(C(=O)N(CCc3ccccc3)Cc3ccccc3)c2)CC1 | 23.1µM*

Looked up by compound from the entries so far:
SMILES | TDP1 cell noCPT
CCC1NC(=O)c2ccccc2N1c1cccc(Cl)c1 (configuration not stated) | 16.4µM*
COc1ccc(CC(N)c2csc(NC(=O)c3ccc(F)cc3)n2)cc1 (configuration not stated) | 23.1µM*

Later entries.
SMILES | TDP1 cell noCPT
O=C(NNC(=S)Nc1cccc(C(F)(F)F)c1)c1ccncc1 | -3.9%
CC(C)(C)c1ccc(-c2nc(SCC(=O)Nc3ccc(Cl)cc3)[nH]c(=O)c2C#N)cc1 | -4.8%
O=C(NC(c1ccc(Cl)cc1)c1cnccn1)C1CCN(Cc2ccc(Cl)cc2)CC1 (configuration not stated) | 20.6µM*
COc1ccc(-n2nc(C(=O)N3CCC(C#N)CC3)c3c4ccccc4n(C)c3c2=O)cc1 | -16.0%
COc1cc(C2c3cc4c(cc3OC(C)(N3CCCC3)C2C)OCO4)cc(OC)c1OC (configuration not stated) | 1.16µM*
CCOC(=O)[C@]12CCC=C1N(Cc1cccc3ccccc13)C(=O)[C@H](CC(=O)N1CCSCC1)C2 | 18.4µM*
COc1ccc(NC(=O)c2cc(C3CCCCN3C(=O)OCc3ccccc3)on2)c(C)c1 (configuration not stated) | ?
CCCCN1C[C@H](C)[C@@H](CC(=O)Nc2ccc(OC)cc2)C1=O | -4.4%
O=S(=O)(O)Sc1ccccc1 | 20.6µM*
Cc1ccc(-c2nnc(N3CCN(C(=O)CN4C(=O)c5ccccc5C4=O)CC3)c3ccccc23)cc1 | ?
CC1=CC(=O)Nc2ncccc2O1 | ?
CN(C)c1ccc(/C=C/c2ccnc3ccc(I)cc23)cc1 | 3.98µM*
C[C@H](CO)N1C[C@H](C)[C@H](CN(C)Cc2cccc(O)c2)OCc2ccccc2-c2c(n(C)c3ccccc23)C1=O | ?
CC1(C(=O)Nc2cnc3ccccc3c2)CCN1CCc1ccccc1 (configuration not stated) | 18.4µM*
COC(=O)C1=C[C@@H](C(=O)OC)[C@@H]2C3=C(C(=O)[C@]2(CC(C)C)NC(=O)c2ccccc2)[C@H](C)n2c(=O)n(-c4ccccc4)c(=O)n2[C@@H]3C1 | -19.5%
CC1(Cc2ccccc2Cl)C(=O)Nc2ccc(OC(F)(F)F)cc21 (configuration not stated) | ?
CC(C)NC1(C(N)=O)CCN(Cc2ccccc2)CC1 | 20.8%
O=C(Nc1ccc(C(O)c2ccccc2)cc1)[C@H]1C[C@H](O)[C@@H](CO)O1 (some centres not stated) | -2.0%
CC1=C(C(=O)N2CCCCCC2)CC(CC(=O)NCCc2ccccn2)C(=O)N1CCC1=CCCCC1 (configuration not stated) | ?
C#CCN1C=CC(=O)[C@@H](OC(=O)Nc2ccc(C)cc2)[C@H]1c1ccccc1Br | ?
COC1[C@@H](O[C@@H]2O[C@H](C)[C@@H](O[C@H]3C[C@@](C)(O)[C@H](OC(=O)CC(C)C)[C@H](C)O3)[C@H](N(C)C)[C@H]2O)[C@@H](CC=O)C[C@@H](C)[C@@H](O)/C=C/C=C/C[C@@H](C)OC(=O)C[C@H]1OC(C)=O (some centres not stated) | ?
COCC(=O)N1C[C@H]2CON(C)[C@H]2C[C@H]1c1cccc(-c2ccc(C#N)cc2)c1 | -11.4%
Cc1cccc2c(C(O)c3c[nH]c4c(C)cccc34)c[nH]c12 | ?
COC(C/C=C\[C@H](O)[C@@H](C)OCc1ccccc1)OC | -3.0%
CC1=C(C(=O)N2CCCCCC2)CC(CC(=O)NCCCN(C)C)C(=O)N1CCCN1CCCC1=O (configuration not stated) | 2.3%
CCOC(=O)c1csc(-c2ccc(COC(=O)c3ccccc3)o2)n1 | -2.2%
COc1ccc(CN2C(=O)c3ccccc3C2c2nnnn2C(C)C)cc1 (configuration not stated) | -28.2%
C[C@H](CO)N1C[C@H](C)[C@@H](CN(C)S(=O)(=O)c2cn(C)cn2)Oc2cc(Br)ccc2S1(=O)=O | ?
CN1OC[C@@H]2CN(Cc3ccccc3)[C@H](c3cccc(-c4ccc(C#N)cc4)c3)C[C@@H]21 | ?
Cc1oc(-c2ccccc2NC(=O)c2ccccn2)nc1CNC(=O)c1cccc(C#CC(C)(C)O)c1 | ?
OC[C@@H]1CN(Cc2ccccc2)C[C@H](n2cnc3c(NCc4ccco4)ncnc32)O1 | -5.6%
CC(C)(C)c1ccc(CC(=O)N2CCC2(C)C(=O)NS(=O)(=O)c2ccc(F)cc2F)cc1 (configuration not stated) | -5.4%
CCCCCC(=O)N1C[C@H](O)[C@@H](n2cc(-c3ccc(F)cc3)nn2)C[C@@H]1c1ccccc1 | ?
COc1ccc(N2CCN(C(c3ccccc3)c3nnnn3Cc3ccccc3)CC2)cc1 (configuration not stated) | 15.8µM*
O=C(OCc1ccccc1)N1CCC2CC1c1ccc(N3CCNCC3)cc12 (configuration not stated) | 7.31µM*
C=Cc1ccc(Cn2c(C)c(C(=O)NCc3ccc(C#N)cc3)sc2=O)cc1 | 16.4µM*
O=C(NN=Cc1ccccc1)C(Oc1ccccc1)c1ccccc1 (configuration not stated) | ?
CN(C)c1ccc(/C=C/c2nc3ccccc3s2)c(Cl)c1 | 14.1µM*
C[n+]1cccc(NC(=O)c2ccccc2)c1 | -0.2%
Cc1ccccc1-c1cnc(C(O)c2ccc(Cl)cc2C)[nH]1 (configuration not stated) | ?
CC(Oc1ccc(Cl)cc1)C(=O)Nc1cccc(S(=O)(=O)N2CCCC2)c1 (configuration not stated) | 7.9%

Grouped by structure, the entries above containing fluorine.
SMILES | TDP1 cell noCPT
CN(c1ccc(OCC(=O)Nc2ccc(S(N)(=O)=O)cc2)cc1)S(=O)(=O)c1ccc(F)cc1 | ?
Cc1cc(C)cc(NC(=S)N2CCC(C(=O)c3ccc(F)cc3)CC2)c1 | -3.9%
CCCc1c(-c2ccc(F)cc2)ncn1Cc1ccccc1OC | 2.06µM*
CCOC(=O)C1(C)CCCN1C(=O)c1ccc(F)c(Cl)c1 (configuration not stated) | ?
COc1ccc(CC(N)c2csc(NC(=O)c3ccc(F)cc3)n2)cc1 (configuration not stated) | 23.1µM*
CC1(C(=O)Nc2cccc(C(F)(F)F)c2)Cc2c(-c3ccccc3)ccnc2O1 (configuration not stated) | ?
Cc1cc(Br)cn2c(Cc3ccsc3)c(-c3ccc(F)cc3)nc12 | 14.6µM*
O=C(NNC(=S)Nc1cccc(C(F)(F)F)c1)c1ccncc1 | -3.9%
CC1(Cc2ccccc2Cl)C(=O)Nc2ccc(OC(F)(F)F)cc21 (configuration not stated) | ?
CC(C)(C)c1ccc(CC(=O)N2CCC2(C)C(=O)NS(=O)(=O)c2ccc(F)cc2F)cc1 (configuration not stated) | -5.4%
CCCCCC(=O)N1C[C@H](O)[C@@H](n2cc(-c3ccc(F)cc3)nn2)C[C@@H]1c1ccccc1 | ?
